CHX counter: Cycloheximide Counterscreen for Small Molecule Inhibitors of Shiga Toxin; cell reporter, cycloheximide protein synthesis inhibition counterscreen; max response, %; hit rate 12% among 300,000; in the data active means max response mostly above about 13%, no sharp cut-off; inactive means mostly below about 14%; further: read at 38.3 µM for the half of the compounds with a filed dose; 0% is about no effect
Shiga inhibitor: A qHTS for Small Molecule Inhibitors of Shiga Toxin; AID 2315, 2010; Vero cells, Shiga toxin protein synthesis inhibition reporter; hit rate 9.2% among 290,000; inhibition, % at 38.7 µM; in the data active means inhibition mostly above about 28%, no sharp cut-off; inactive means mostly below about 43%; further: 0% is about no effect
HCMV inh: qHTS Assay for inhibitors of the human cytomegalovirus (HCMV); HFF cells, HCMV-luciferase reporter, 72 h; stronger effect = lower value; activity change, negative = inhibition, % at 57.5 µM; hit rate 4.5% among 410,000; in the data active means activity change below about -60%; inconclusive means no clear call, values can overlap the other calls; inactive means above about -39%; further: on the % scale 0 is the no-effect control and ±100 the full control effect
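After 16 h attachment at 37C, HFF cells received test compound and HCMV-luciferase (1 PFU/cell); reporter luminescence read 72 h later, data normalized against buffer-only and known inhibitor Salinomycin.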
AmpC no deterg: qHTS Inhibitors of AmpC Beta-Lactamase (assay without detergent). P00811. AmpC nitrocefin hydrolysis, absorbance 480 nm, 0.0001% Triton. Potency, µM (titrated, usually from 57.1 µM), without a hit: at the top dose activity change, negative = inhibition, actives largely listed as inhibitors. hit rate 0.52% among 330,000. AID 485341, 2010;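 further: potency means the concentration at half of the fitted maximal effect; plate controls were no compound for no effect and no enzyme for full effect; nearly all actives have a fitted effect of over 20% in size; some results filed as inactive show a strong effect at the top dose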
Target sequence (P00811 whole entry, looked up): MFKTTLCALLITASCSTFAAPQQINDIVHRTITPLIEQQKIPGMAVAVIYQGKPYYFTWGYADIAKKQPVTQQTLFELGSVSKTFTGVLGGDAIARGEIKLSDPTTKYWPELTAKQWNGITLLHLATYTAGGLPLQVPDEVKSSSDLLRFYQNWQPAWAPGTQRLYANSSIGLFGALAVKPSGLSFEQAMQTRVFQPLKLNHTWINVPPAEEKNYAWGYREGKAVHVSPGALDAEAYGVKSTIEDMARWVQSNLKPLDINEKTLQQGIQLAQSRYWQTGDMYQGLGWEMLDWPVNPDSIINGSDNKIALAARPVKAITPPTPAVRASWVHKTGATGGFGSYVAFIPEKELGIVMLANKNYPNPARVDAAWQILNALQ
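20 mM phosphate pH 7.0 + 0.01% (detergent screen) or 0.0001% Triton X-100; 5.3 nM AmpC reagent; cpd preinc 15 min RT; nitrocefin (800 uM stock) to start; A480 q20 s × 4 min; Activity was normalised to no-enzyme and no-compound control wells.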
AMA1 RON2 block: qHTS for Inhibitors of AMA1-RON; Towards Development of Antimalarial Drug Lead: Primary Screen; AlphaScreen AMA1-biotinylated RON2 peptide binding; Potency, µM (titrated, usually from 58.2 µM), for the others: at the highest dose activity change, negative = inhibition, usual class: inhibitors; hit rate 0.2% among 360,000; Plasmodium falciparum AMA1 (3D7) - RON2 peptide interaction; AID 720542, 2013;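 further: potency means the concentration at half of the fitted maximal effect; 0% = vehicle wells and -100% = peptide control; nearly all actives have a fitted effect of over 45% in size; some results filed as inactive show a strong effect at the top dose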
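AMA1 (3D7) with his tag at 25 nM final met compounds first, then biotinylated RON2 peptide at 25 nM; detection used donor plus acceptor beads, 10 µg/mL apiece, read by AlphaScreen after 30 min at room temperature.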
Giardia FBPA inh: qHTS Assay for Inhibitors of Fructose-1,6-bisphosphate Aldolase from Giardia Lamblia | purified Giardia FBPA | Potency, µM (titrated, usually from 59.6 µM), without a hit: top-dose activity, negative = inhibition, usual class: inhibitors | hit rate 0.71% among 290,000; further: potency means the concentration at half of the fitted maximal effect; on the % scale 0 is the no-effect control and ±100 the full control effect; nearly all actives have a fitted effect of over 55% in size
Target sequence (A8B2U2 whole entry, looked up): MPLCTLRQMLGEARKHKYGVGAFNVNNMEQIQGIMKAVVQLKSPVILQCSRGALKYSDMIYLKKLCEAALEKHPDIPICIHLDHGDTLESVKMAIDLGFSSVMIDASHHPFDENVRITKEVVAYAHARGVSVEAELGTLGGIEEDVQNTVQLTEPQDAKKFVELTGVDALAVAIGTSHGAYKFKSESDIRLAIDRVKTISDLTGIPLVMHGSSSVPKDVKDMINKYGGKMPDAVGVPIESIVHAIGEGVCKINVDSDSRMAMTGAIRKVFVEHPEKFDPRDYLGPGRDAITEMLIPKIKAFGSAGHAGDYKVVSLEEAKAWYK
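Giardia FBPA (40 nM reagent) was preincubated 10 min at RT with compound (up to 57.5 uM final), then substrate plus GAPDH/TPI/NAD/arsenate coupling system with diaphorase/resazurin was added; resorufin fluorescence (525/598 nm) was read after 20 min.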
AmpC detergent: qHTS Inhibitors of AmpC Beta-Lactamase (assay with detergent) | P00811 | AmpC hydrolysis of nitrocefin, absorbance 480 nm, 0.01% Triton | Potency, µM (series often up to 114 µM), inactives show at the top dose activity change, negative = inhibition, actives largely listed as inhibitors | hit rate 0.041% among 370,000 | AID 485294, 2010;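 further: potency means the concentration at half of the fitted maximal effect; 0% = no-compound wells and -100% = no-enzyme wells; nearly all actives have a fitted effect of over 25% in size; some results filed as inactive show a strong effect at the top dose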
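20 mM phosphate pH 7.0 + 0.01% (detergent screen) or 0.0001% Triton X-100; 5.3 nM AmpC reagent; cpd preinc 15 min RT; nitrocefin (800 uM stock) to start; A480 q20 s × 4 min; Activity was normalised to no-enzyme and no-compound control wells.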
* = called active by the depositor; ? = inconclusive; . = no result given; & = joins results of further samples; [ ] = dose if it differs, or a comment. Unless noted, the call rests on the fitted dose curve; in most records, active means well fitted curve in the direction sought with a large enough effect; inconclusive means small, poorly fitted or top-dose-only effect, or another doubt; inactive means no such curve, though single readings can be large; an effect the other way counts as inactive or inconclusive.

1: CCOC(=O)c1nn(-c2ccc(F)cc2)c2nc(Nc3ccccc3)cc(=O)n12
2: CCOC(=O)C1=C(N)Oc2cc(O)ccc2C1c1ccccc1 (stereo unspecified)
3: Cc1ccc(NC(=O)NC(=O)COc2ccccc2C(N)=O)c(C)c1
4: O=C(CCCSc1nc2ccccc2[nH]1)N1CCN(c2ccc([N+](=O)[O-])cc2)CC1
5: CCN(CC(=O)NC1CCS(=O)(=O)C1)c1ccc(S(C)(=O)=O)cc1[N+](=O)[O-] (stereo unspecified)
6: Cc1ccc(NC(=O)CNC(=O)c2ccco2)cc1
7: CCOC(=O)N1CCN(c2c(NCc3ccccc3Cl)c(=O)c2=O)CC1
8: O=C(COc1ccc([N+](=O)[O-])cc1)Nc1cccc2nsnc12
screen / no. | 1 | 2 | 3 | 4 | 5 | 6 | 7 | 8
CHX counter | -2 | 1 | . | -2 | -2 | 33* | -4 | 1
Shiga inhibitor | -2 | . | . | -6 | -3 | 48* | -2 | -2
HCMV inh | 5 | -29 | -8 | -27 | -25 | 62 | 10 | -33
AmpC no deterg | 146%[activator] | -37% | -16% | -16% | -15% | -27% | -4% | -23%
AMA1 RON2 block | -2% | -6% | 3% | 1% | -20% | -10% | -2% | -8%
Giardia FBPA inh | -1% | 0% | . | -2% | -8% | -1% | -1% | -6%
AmpC detergent | ? | ? | -3% | 0% | 2% | -3% | 6% | -5%

Overlap with the part before: three entries, then new ones.
6: Cc1ccc(NC(=O)CNC(=O)c2ccco2)cc1
7: CCOC(=O)N1CCN(c2c(NCc3ccccc3Cl)c(=O)c2=O)CC1
8: O=C(COc1ccc([N+](=O)[O-])cc1)Nc1cccc2nsnc12
9: Cc1ccc(CNS(=O)(=O)c2ccc3c(c2)n(C)c(=O)n3C)cc1
10: CCSc1cnc(-c2ccccc2)n1CC
11: CNC(=O)c1c(NC(=O)c2cccc(C)c2)sc2c1CCC2
12: Cn1cc(C(=O)NCCO)c(=O)c2ccccc21
13: Cc1ccc(C)c(NC(=S)N(Cc2cccc(Br)c2)CC2CCC(C(=O)O)CC2)c1 (stereo unspecified)
14: COc1ccc(OC)c(C2C(C(=O)c3ccco3)=C(O)C(=O)N2Cc2cccnc2)c1 (stereo unspecified)
15: O=S(=O)(c1cccc(-c2cn3cccnc3n2)c1)N1CCOCC1
16: O=[N+]([O-])c1ccc(NCCCN2CCOCC2)c(Cl)c1
screen / no. | 6 | 7 | 8 | 9 | 10 | 11 | 12 | 13 | 14 | 15 | 16
CHX counter | 33* | -4 | 1 | -1 | 14 | 32* | -2 | -2 | -3 | -3 | -2
Shiga inhibitor | 48* | -2 | -2 | 2 | -5 | 71* | -4 | 40 | -11 | -14 | 22
HCMV inh | 62 | 10 | -33 | -66* | -37 | 60 | 1 | 22 | -6 | 15 | 21
AmpC no deterg | -27% | -4% | -23% | 0% | -10% | 74%[activator] | -42% | 1% | -17% | 5% | 0%
AMA1 RON2 block | -10% | -2% | -8% | -7% | -6% | -1% | -4% | 15% | -9% | 8% | 0%
Giardia FBPA inh | -1% | -1% | -6% | 10% | -8% | -9% | 3% | -4% | . | 4% | 11%
AmpC detergent | -3% | 6% | -5% | 1% | 2% | -8% | -4% | -2% | -11% | ? | ?

17: Cc1ccc(CNC(=O)CC(C)S(=O)(=O)c2ccc3c(c2)NC(=O)CS3)o1 (stereo unspecified)
18: Cc1ccc2nc(-c3ccccc3)c(CC(=O)O)c(C(=O)O)c2c1
19: Cc1cc(C(=O)NCCCN2CCCC2=O)cs1
20: CN(C(=O)COC(=O)c1ccc(C#N)cc1)c1ccccc1
21: COc1cc(C(=O)NCCCCCCNC(=O)c2cc(OC)c(OC)c(OC)c2)cc(OC)c1OC
22: C[C@H](CO)N1C[C@H](C)[C@@H](CN(C)S(C)(=O)=O)Oc2ccc(N(C)C)cc2C1=O
23: Oc1ccc2ccccc2c1C=Nc1ccccc1
24: O=C(Nc1ccc2c(c1)OCO2)C1CCN(Cc2cnn(-c3ccccc3)c2-n2cccc2)CC1
screen / no. | 17 | 18 | 19 | 20 | 21 | 22 | 23 | 24
CHX counter | 8 | 11 | 4 | 9 | 0 | . | -6 | -1
Shiga inhibitor | 1 | 27 | 6 | 2 | . | . | 2 | -9
HCMV inh | 33 | -20 | 82 | 39 | 45 | -18 | -11 | 56
AmpC no deterg | -20% | -19% | -2% | -9% | -10% | -1% | -19% | 56%
AMA1 RON2 block | 0% | -5% | 1% | -10% | 5% | 7% | 8% | 10%
Giardia FBPA inh | -4% | 3% | -2% | -3% | -7% | . | ? | 0%
AmpC detergent | -7% | -7% | -2% | 5% | -7% | . | ? | -6%

25: O=C(O)c1cc(NC(=O)c2ccc(Cl)c([N+](=O)[O-])c2)cc(C(=O)O)c1
26: CN(CC(=O)NC1CCCc2ccccc21)S(=O)(=O)c1cccs1 (stereo unspecified)
27: Cc1ccc(S(=O)(=O)N2[C@@H](c3cccc(Cl)c3)C(C(=O)O)=CC[C@H]2c2ccc3c(c2)OCO3)cc1
28: CCN(Cc1ccccc1)S(=O)(=O)c1ccc(C(=O)Nc2nnc(C3CC3)o2)cc1
29: Cc1cccc(N(CC(=O)NC2CCCCC2)C(=O)c2ccc(C)s2)c1
30: O=C(Cn1nc(-c2ccc(Cl)cc2)ccc1=O)NCC1CCCO1 (stereo unspecified)
31: O=C(CN1CCCCC1)Nc1ccc(NC(=O)c2ccccc2Cl)cc1Cl
32: CN1CCN(/C=C(\C#N)S(=O)(=O)c2ccc(Cl)cc2)CC1
screen / no. | 25 | 26 | 27 | 28 | 29 | 30 | 31 | 32
CHX counter | -1 | 2 | . | 4 | 13 | -2 | -1 | -2
Shiga inhibitor | -6 | -6 | . | -7 | -15 | -6 | 7 | -6
HCMV inh | -23 | -74* | -12 | ? | ? | 38 | -37 | 20
AmpC no deterg | -18% | -34% | -18% | -28% | -9% | -5% | -36% | -22%
AMA1 RON2 block | 0% | -13% | -2% | 48%[activator] | 1% | -1% | -2% | 9%
Giardia FBPA inh | 1% | 8% | . | ? | 6% | 0% | -9% | 3%
AmpC detergent | 0% | -1% | 0% | -10% | 1% | ? | -26% | 9%

33: Cn1c(-c2cccc(Br)c2)n[nH]c1=O
34: Cc1ccc(-n2c(SCC(=O)N3CCCC3)nc3c(c2=O)SCC3)cc1
35: COc1cc2[nH]c(=O)n(CCCCCC(=O)NCCCN3CCCC3=O)c(=O)c2cc1OC
36: COc1cccc(-c2noc(C(C)n3nc(C)c([N+](=O)[O-])c3C)n2)c1 (stereo unspecified)
37: NC(=O)CC(NC(=O)Cc1ccc(Cl)cc1)c1ccc(NCCN2CCOCC2)c([N+](=O)[O-])c1 (stereo unspecified)
38: Cc1ccc(OC(=O)c2cccc(C(=O)Oc3ccc(C)cc3)n2)cc1
39: CC(Sc1nc(-c2ccccc2)nc2c1COC(C)(C)C2)C(=O)N1CCOCC1 (stereo unspecified)
40: CCOC(=O)CSc1nc2ccccc2n2cnnc12
screen / no. | 33 | 34 | 35 | 36 | 37 | 38 | 39 | 40
CHX counter | -4 | -1 | 2 | 18* | 0 | 19 | -5 | 7
Shiga inhibitor | 17 | -12 | -7 | 9 | -6 | 22 | -8 | -5
HCMV inh | -72* | . | 57 | 66 | -19 | 79 | 7 | -8
AmpC no deterg | -13% | -11% | -11% | -14% | -11% | -34% | 14% | -10%
AMA1 RON2 block | -14% | . | -7% | 12% | 8% | 54%[activator] | -2% | 2%
Giardia FBPA inh | -3% | -10% | 9% | -1% | 1% | 2% | 0% | ?
AmpC detergent | 2% | -12% | -1% | -7% | -9% | 3% | -8% | 3%

41: O=C(COc1ccccc1)N1CCN(S(=O)(=O)c2cccs2)CC1
42: O=C(Cn1c(=O)c2cccn2c2ccccc21)NCCCN1CCCCC1
43: CN(C)S(=O)(=O)c1cccc(COC(=O)CN2C(=O)NC3(CCCC3)C2=O)c1
44: COc1ccc(CN2CCNC(=O)C2CC(=O)N(C)Cc2ccncn2)c(OC)c1 (stereo unspecified)
45: O=C(CCC(=O)N(CC(=O)NC1CCCC1)c1ccc(F)cc1)Nc1nccs1
46: Cc1cc(/C=C(\C#N)C(=O)N2CCOCC2)c(C)n1C1CCCC1
47: O=C(C1CC1c1ccccc1)N1CCOCC1 (stereo unspecified)
48: O=C(C[n+]1ccc(C(=O)NCCCO)cc1)c1cccc(Br)c1
screen / no. | 41 | 42 | 43 | 44 | 45 | 46 | 47 | 48
CHX counter | 3 | -4 | -1 | 6 | -6 | 26* | -5 | -1
Shiga inhibitor | -2 | -11 | 16 | -10 | 15 | 26 | -10 | 30
HCMV inh | 6 | 8 | 21 | -32 | -9 | -84* | 28 | 17
AmpC no deterg | -10% | -5% | 1% | -2% | -3% | 47% | -13% | -26%
AMA1 RON2 block | 2% | 10% | -10% | 12% | -6% | -2% | 0% | 1%
Giardia FBPA inh | 5% | . | . | ? | . | -5% | 0% | -1%
AmpC detergent | -3% | -1% | ? | 5% | 4% | 6% | -15% | 6%

49: CC(=O)c1c(C)oc2ccc(OCc3ccccc3)cc12
50: COc1ccccc1CNC(=O)c1ccc(NS(=O)(=O)c2c(C)noc2C)cc1
51: CCOc1ccc(CC(=O)OCN2C(=O)c3ccccc3C2=O)cc1
52: CCC(C)NCc1ccc(C(=O)OC)o1 (stereo unspecified)
53: COc1ccc(-n2nc(C(=O)NCC(=O)N3CCN(c4ccccn4)CC3)c3ccccc3c2=O)cc1OC
54: CC1CN(S(=O)(=O)c2ccc(C(=O)N3CCc4ccccc43)cc2)CC(C)O1 (stereo unspecified)
55: Cc1ccc(CNC(=O)C(Cc2ccccc2)NS(=O)(=O)c2ccc(Br)s2)cc1 (stereo unspecified)
56: CCc1ccc(CNC(=O)C2CCC(=O)N(CCc3ccc(Cl)cc3)C2)nc1 (stereo unspecified)
57: Cc1sc2ncnc(SCC(=O)N3c4ccccc4Sc4ccc(Cl)cc43)c2c1C
58: O=C(Cn1cc(SCc2cccc(Cl)c2)c2ccccc21)N1CCOCC1
screen / no. | 49 | 50 | 51 | 52 | 53 | 54 | 55 | 56 | 57 | 58
CHX counter | 31* | -3 | 8 | -3 | 15* | . | -5 | 7 | -3 | 48*
Shiga inhibitor | 63* | -10 | 5 | -10 | 26 | . | 0 | -2 | -14 | 27
HCMV inh | 41 | 38 | 11 | 25 | -22 | ? | -35 | -9 | -12 | 39&76
AmpC no deterg | -11% | -9% | -1% | -14% | 170%[activator] | -2% | -36% | 158%[activator] | -27% | 192%[activator]
AMA1 RON2 block | 20% | 11% | 3% | -15% | -6% | -6% | 28% | 40%[activator] | -1% | -9%
Giardia FBPA inh | -7% | 17% | . | 0% | 5% | . | 1% | . | 0% | -18%
AmpC detergent | -2% | -12% | -8% | 3% | 3% | -10% | -7% | -8% | -2% | 17%&-1%

Screening results deposited in PubChem by National Center for Advancing Translational Sciences (NCATS).
